BoNT-F LC inh: BoNT F light chain protease inhibition; inhibition, % at 10 µM; Multiplex microsphere protease cleavage assay, flow cytometry; AID 588497; 360,000 compounds, 0.22% hits; in the data active = inhibition above about 35%, passing the limit was not always enough; also: plate controls were buffer without enzyme for full effect and enzyme alone for no effect
PrPC surface inh: cell surface PrPC inhibition, primary TR-FRET screen; inhibition, % at 13.8 µM; AID 720596; 370,000 compounds, 0.43% hits; TR-FRET read-out; P04156; in the data active = inhibition above about 24%; also: 0% = median of the test wells and 100% = reference compound wells
* hit, by the source's call.

SMILES	BoNT-F LC inh	PrPC surface inh
CC(C)C[C@@H](CN1CCC[C@H]1CN1C(=O)C(=O)NC[C@@H]1Cc1ccccc1)N1C[C@H](Cc2ccc(O)cc2)N(CCc2ccccc2)C(=O)C1=O	2	5
Cc1cccc(C)c1-n1nnnc1C(c1ccnc2ccccc12)N1CCCN(C(=O)OC(C)(C)C)CC1 (stereo not drawn)	-1	-3
CCCCCCn1cc(CN2CC(N3CCN(C4CCN(C)CC4)CC3)CS2(=O)=O)nn1 (stereo not drawn)	6	2
C[N+](C)(C)CCNC(=O)c1c[nH]c2ccccc12	-5	4
O=Cc1ccc(-c2c(-c3ccccc3)oc3c2C(OCCCCO)CCC3)o1 (stereo not drawn)	-2	-11
O=C1NC[C@@H](CCCCN2C[C@H](Cc3ccccc3)N(Cc3ccccc3)C(=O)C2=O)N(CC2CCCCC2)C1=O	-2	0
O=C1NC[C@H](CC2CCCCC2)N(CCc2cccc3ccccc23)C1=O	-7	-4
CCOC(=O)[C@]12CCC=C1N(Cc1ccccc1)C(=O)[C@H](CC(=O)N1CCN(C(=O)c3ccco3)CC1)C2	-10	-5
O=C1NC[C@H](Cc2ccc(O)cc2)N(C[C@@H]2CCCN2C[C@H](Cc2ccc(O)cc2)N2C[C@H](Cc3ccccc3)N(CC3CCCCCC3)C(=O)C2=O)C1=O	-2	2
CCOC(=O)[C@]12CCC=C1N(Cc1ccc(Cl)cc1Cl)C(=O)[C@H](CC(=O)NCc1ccccc1)C2	-1	8
CCCn1cnnc1CNC(=O)[C@H]1O[C@@H](n2ccc(N)nc2=O)[C@H](O)[C@@H]1O	3	3
O=C1NC[C@H](CCCCN2C[C@H](Cc3ccccc3)N(CCc3ccccc3)C(=O)C2=O)N(CCC2CCCCC2)C1=O	4	2
CCCCNC(=O)C[C@@H]1C[C@@]2(C(=O)OC)CCCCC=C2N(Cc2ccccc2)C1=O	4	-3
CC1(c2nnnn2Cc2ccccc2)CCC(=O)N1CCCN1CCOCC1 (stereo not drawn)	-8	-8
CC1=C(C(=O)N2CCCCCC2)CC(CC(=O)NCCCCc2ccccc2)C(=O)N1CCC1=CCCCC1 (stereo not drawn)	-4	-7
CC(C)C[C@H]1CNC(=O)C(=O)N1C[C@@H]1CCCN1C[C@H](CC(C)C)N1C[C@H](Cc2ccc(O)cc2)N(CCc2ccccc2)C(=O)C1=O	-9	-6
COC(=O)[C@]12CCCCC=C1N(Cc1ccco1)C(=O)[C@H](CC(=O)NCc1ccc(C)o1)C2	-7	-5
C[C@@H]1COc2cc(N3CC[C@H](O)C3)ccc2S(=O)(=O)N1	-8	-14
CCOC(=O)[C@]12CCC=C1N(CCC1=CCCCC1)C(=O)[C@H](CC(=O)N1CCN(C(=O)C3CC3)CC1)C2	-9	-4
O=c1[nH]c2ccccc2n1C1CCN(Cc2ccc(-c3nc4ccccc4nc3-c3ccccc3)cc2)CC1	4	-1
CCOC(=O)[C@]12CCCC=C1N(Cc1ccc(Cl)cc1Cl)C(=O)[C@H](CC(=O)N1CCSCC1)C2	3	-3
COC(=O)c1ccc2nc(-c3ccc(F)cc3)c(CC3CCCCC3)n2c1	5	7
O=C1NC[C@H](CCCCN2C[C@H](Cc3ccc(O)cc3)N(CCC3CCCCC3)C(=O)C2=O)N(CCC2CCCCC2)C1=O	10	-4
O=C1NC[C@H](CCCCN2C[C@@H](Cc3ccccc3)N(Cc3ccccc3)C(=O)C2=O)N(CCC2CCCCC2)C1=O	-8	-4
CC(=O)N1CCN(C(c2ccccc2)c2nnnn2C(C)(C)C)CC1 (stereo not drawn)	-5	3
The results go on:
SMILES	BoNT-F LC inh	PrPC surface inh
COc1ccc(-c2oc3c(c2C#CC(C)(C)O)C(OCCO)CC3)cc1 (stereo not drawn)	0	2
COC(=O)c1ccc2nc(-c3ccc(F)cc3)c(Cc3ccccc3OC)n2c1	-1	3
O=C(NCCN1CCC(n2c(=O)[nH]c3ccccc32)CC1)c1ccc(F)c(F)c1	5	-10
O=C1c2ccccc2C(c2nnnn2-c2ccc3c(c2)OCCO3)N1Cc1ccco1 (stereo not drawn)	-5	2
C[C@H]1COc2cc(N3CCC[C@H]3CO)ccc2S(=O)(=O)N1	3	2
CCOC(=O)[C@]12Cc3cc(OC)ccc3[C@H]1N(C)C(=O)c1ccccc12	4	2
CCC1Cc2[nH][nH]c(=O)c2C(CC)O1 (stereo not drawn)	6	-1
O=C1NC[C@@H](CCCCN2C[C@H](Cc3ccccc3)N(CCC3CCCCC3)C(=O)C2=O)N(Cc2ccccc2)C1=O	-4	6
COc1ccc(CN2C(=O)CCC2(C)c2nnnn2-c2c(C)cccc2C)cc1OC (stereo not drawn)	-8	-3
COCCCN1C(=O)C(CC(=O)NCc2cccc3ccccc23)CC(C(=O)N2CCCCCC2)=C1C (stereo not drawn)	8	0
Nc1[nH]c(C(=O)c2ccccc2)c(-c2ccc([N+](=O)[O-])cc2)c1C(=O)NCCc1c[nH]c2ccccc12	-9	-8
COc1cccc(C(=O)N2CCC[C@@H]2C(=O)N2CCC[C@H]2C(=O)NCc2ccncc2)c1	-10	4
CCOC(=O)[C@]12Cc3cc(Cl)ccc3[C@H]1N(C(C)C)C(=O)c1ccccc12	-6	18
N#Cc1ccc(-c2nc3c(Cl)cc(C(F)(F)F)cn3c2Cc2ccccc2C(F)(F)F)cc1	-2	7
O=C(c1cccc(Cl)c1)N1CCC(=O)N([C@H](COCc2cccc(Cl)c2)Cc2ccccc2)CC1	6	4
CCOC(=O)[C@]12Cc3ccccc3[C@H]1N(C(C)C)C(=O)c1ccccc12	-3	2
CC(C)C1Cc2[nH][nH]c(=O)c2C(c2ccc(Cl)cc2)O1 (stereo not drawn)	2	7
CCOC(=O)[C@]12CCCC=C1N(Cc1ccc3c(c1)OCO3)C(=O)[C@H](CC(=O)NCc1cccc3ccccc13)C2	1	9
Cc1cc2nc(-c3ccccc3)c(CC3CCCCC3)n2c(C)c1Br	1	3
COC(=O)C1(F)C(=O)NC(=O)NC1O (stereo not drawn)	-4	-10
N#Cc1cc2cc(Cl)ccc2[nH]c1=O	1	-1
CCCCCCN1CCN(C2CN(Cc3cn(Cc4cc(C)cc(C)c4)nn3)S(=O)(=O)C2)CC1 (stereo not drawn)	-4	-8
CCCc1c(-c2cccc(Cl)c2)ncn1CCc1ccccc1OC	-9	0
CCCCc1c(-c2ccc(F)cc2F)ncn1CCc1ccccc1OC	0	3
CCOC(=O)[C@]12Cc3cc(OC)ccc3[C@H]1N(C(C)C)C(=O)c1ccccc12	7	15
Remaining list, next part
SMILES	BoNT-F LC inh	PrPC surface inh
COc1ccc(Cn2cc(CN3CCc4onc(-c5ccccc5OC)c4C3=O)nn2)cc1	-9	1
COC(=O)[C@@]1(Sc2ccc(C)cc2)CC(=O)N(C(=O)/C=C/c2ccccc2)[C@@H]1c1ccccc1	-3	3
CC[C@@H]1Cc2[nH][nH]c(=O)c2[C@H](CC(C)C)O1	2	-2
COc1ccc(Cn2cc(CN3CC(N4CCSCC4)CS3(=O)=O)nn2)cc1 (stereo not drawn)	2	-4
COc1ccc(C(=O)c2[nH]c(N)c(C(=O)NCCc3c[nH]c4ccccc34)c2-c2c(F)cccc2Cl)cc1	-10	-7
CCCCCc1c(-c2ccc(OC)cc2)ncn1CCc1ccccc1OC	-4	14
Cc1cn(CC(=O)NCc2nc3ccccc3[nH]2)c(=O)[nH]c1=O	3	-2
c1ccc(SC23CCCCN(CCC2)[C@]32CO2)cc1 (stereo partly drawn)	-8	-6
CCCCCCCCN1C(=O)[C@H](CC(=O)NCC2CCCCC2)C[C@@]2(C(=O)OCC)CCCC=C12	-10	4
CN(C)CCN1CCN(C(c2cc3ccccc3o2)c2nnnn2C(C)(C)C)CC1 (stereo not drawn)	0	5
CCCCn1nnnc1C(c1cc2ccccc2o1)N(Cc1ccccc1)Cc1ccccc1 (stereo not drawn)	-3	-2
COC(=O)CCCC[C@@H]1O[C@H](CCc2ccccc2)Cc2[nH]c(=S)[nH]c(=O)c21	-4	-4
COC(=O)[C@@]1(Sc2ccc(C)cc2)CC(=O)N[C@@H]1c1ccc(C(F)(F)F)cc1	2	4
O=S1(=O)N[C@@H](Cc2ccccc2)COc2cccc(N3CCN(Cc4ccccc4F)CC3)c21	1	-2
COC(=O)c1ccc2nc(-c3ccc(C)cc3)c(Cc3cccc(F)c3)n2c1	1	8
CCCCn1nnnc1C(c1cc2ccccc2o1)N1CCN(CCN(C)C)CC1 (stereo not drawn)	3	-5
CC(C)(C)OC(=O)N1C(=O)[C@](OC(=O)c2ccccc2)(c2ccc(F)cc2)c2ccccc21	3	9
COc1cc(OC)cc(C2=Cc3ccc(OC)cc3C(CC(C)=O)N2c2ccc(C#CCCO)cc2)c1 (stereo not drawn)	-6	-8
CCOC(=O)[C@]12CCC=C1N(Cc1ccc3c(c1)OCO3)C(=O)[C@H](CC(=O)NCc1ccc(OC)c(OC)c1)C2	-8	-2
CC1=C(C(=O)N2CCCCCC2)CC(CC(=O)NCCc2ccccn2)C(=O)N1Cc1ccc(F)cc1 (stereo not drawn)	0	-7
O=S1(=O)CC(N2CCSCC2)CN1Cc1cn(Cc2cccc(C(F)(F)F)c2)nn1 (stereo not drawn)	8	2
Cc1cccc(COC[C@H](CC(C)C)N2CCN(C(=O)c3ccc(C(C)(C)C)cc3)CCC2=O)c1	-4	8
CCCCCc1c(-c2cccc(F)c2)ncn1CCc1ccccc1OC	-4	9
COc1ccc([C@H]2CC(=O)C[C@@H](CCn3nnc4ccccc43)O2)cc1	-5	1
COc1ccc(-c2oc3c(c2C(=O)OCCO)C(OCCCO)CCC3)cc1 (stereo not drawn)	-1	-9
(further entries)
SMILES	BoNT-F LC inh	PrPC surface inh
CCCNC(=O)c1cc2c(c(-c3cccc(-c4ccccc4F)c3)n1)[C@H](CCO)N(C(=O)CC1CC1)C2	0	-7
CCOC(=O)[C@]12Cc3cc(C)ccc3[C@H]1N(CCC(=O)OC)C(=O)c1ccccc12	-16	11
CCCCNC(=O)C1c2ccccc2OCC(=O)N1CCCN1CCOCC1 (stereo not drawn)	-2	-5
CCCCn1nnnc1C(c1ccccc1)N1CCc2ccccc2C1 (stereo not drawn)	-6	7
COc1ccc(S(=O)(=O)N2CCC[C@H]2C(=O)N2CCC[C@H]2C(=O)N[C@H](C)c2ccccc2)cc1C	-8	6
Nc1[nH]c(C(=O)c2ccccc2)c(-c2cccnc2)c1C(=O)NCCc1ccc(Cl)cc1Cl	-1	-6
COc1ccc(CN2C(=O)c3ccccc3C2c2nnnn2Cc2ccccc2)cc1OC (stereo not drawn)	2	5
O=C1/C(=C/c2ccc(S(=O)(=O)O)cc2S(=O)(=O)O)CCc2ccccc21	-2	-5
CCOC(=O)[C@]12CCC=C1N(CCC1=CCCCC1)C(=O)[C@H](CC(=O)N1CCC(c3ccccc3)CC1)C2	-1	-2
COc1ccccc1-c1noc2c1C(=O)N(Cc1cn(C3CCCC3)nn1)CC2	-1	4
COCCCn1cc(CN2CC(N3CCN(Cc4cccc(C)c4)CC3)CS2(=O)=O)nn1 (stereo not drawn)	-7	0
C[C@H]1COc2cc(N3CCN(Cc4ccccc4F)CC3)ccc2S(=O)(=O)N1	2	1
O=C(NCc1ccccc1)C1c2ccccc2OCC(=O)N1CCc1ccccc1 (stereo not drawn)	6	3
O=C(NCC1CCN(Cc2ccccc2)CC1)[C@H]1O[C@@H](n2ccc(=O)[nH]c2=O)[C@H](O)[C@@H]1O	-6	5
COC(=O)[C@@]1(Cc2ccc(F)cc2)[C@H]2c3cc(C(=O)N4CCCC4)n(Cc4ccc(C)c(F)c4F)c3C[C@H]2CN1C(=O)c1ccccc1	6	3
Oc1ccc(C[C@@H](CN2CCCC2CN2C(=S)NC[C@@H]2Cc2ccccc2)N2C[C@H](Cc3ccccc3)N(CC3CCCCC3)C2=S)cc1 (stereo partly drawn)	-16	9

Reformatted: 19 of the compounds above
Value order – BoNT-F LC inh	PrPC surface inh
CCC1Cc2[nH][nH]c(=O)c2C(CC)O1 (stereo not drawn)
→ 6	-1
O=C1NC[C@@H](CCCCN2C[C@H](Cc3ccccc3)N(CCC3CCCCC3)C(=O)C2=O)N(Cc2ccccc2)C1=O
→ -4	6
COc1ccc(CN2C(=O)CCC2(C)c2nnnn2-c2c(C)cccc2C)cc1OC (stereo not drawn)
→ -8	-3
COCCCN1C(=O)C(CC(=O)NCc2cccc3ccccc23)CC(C(=O)N2CCCCCC2)=C1C (stereo not drawn)
→ 8	0
Nc1[nH]c(C(=O)c2ccccc2)c(-c2ccc([N+](=O)[O-])cc2)c1C(=O)NCCc1c[nH]c2ccccc12
→ -9	-8
COc1cccc(C(=O)N2CCC[C@@H]2C(=O)N2CCC[C@H]2C(=O)NCc2ccncc2)c1
→ -10	4
CCOC(=O)[C@]12Cc3cc(Cl)ccc3[C@H]1N(C(C)C)C(=O)c1ccccc12
→ -6	18
N#Cc1ccc(-c2nc3c(Cl)cc(C(F)(F)F)cn3c2Cc2ccccc2C(F)(F)F)cc1
→ -2	7
O=C(c1cccc(Cl)c1)N1CCC(=O)N([C@H](COCc2cccc(Cl)c2)Cc2ccccc2)CC1
→ 6	4
CCOC(=O)[C@]12Cc3ccccc3[C@H]1N(C(C)C)C(=O)c1ccccc12
→ -3	2
CC(C)C1Cc2[nH][nH]c(=O)c2C(c2ccc(Cl)cc2)O1 (stereo not drawn)
→ 2	7
CCOC(=O)[C@]12CCCC=C1N(Cc1ccc3c(c1)OCO3)C(=O)[C@H](CC(=O)NCc1cccc3ccccc13)C2
→ 1	9
Cc1cc2nc(-c3ccccc3)c(CC3CCCCC3)n2c(C)c1Br
→ 1	3
COC(=O)C1(F)C(=O)NC(=O)NC1O (stereo not drawn)
→ -4	-10
N#Cc1cc2cc(Cl)ccc2[nH]c1=O
→ 1	-1
CCCCCCN1CCN(C2CN(Cc3cn(Cc4cc(C)cc(C)c4)nn3)S(=O)(=O)C2)CC1 (stereo not drawn)
→ -4	-8
CCCc1c(-c2cccc(Cl)c2)ncn1CCc1ccccc1OC
→ -9	0
CCCCc1c(-c2ccc(F)cc2F)ncn1CCc1ccccc1OC
→ 0	3
CCOC(=O)[C@]12Cc3cc(OC)ccc3[C@H]1N(C(C)C)C(=O)c1ccccc12
→ 7	15

From PubChem BioAssay

Only part of the results is shown; rates above refer to the full screens.
